# High-throughput results: PubChem, Southern Research Specialized Biocontainment Screening Center
# Salmonella PhoP GFP: PhoP regulon inhibitors, Salmonella typhi PhoP promoter GFP reporter, confirmatory (AID 1850); Salmonella Typhi PhoP-promoter GFP reporter, fluorescence, 4 h; higher % means a stronger effect; one-dose inhibition, % at 50 µM; IC50 in µM for titrated hits; actives 0.33% (n = 310,000); in the data active = a potency from the dose series; inconclusive = inhibition mostly from about 25% at the one dose, without a potency; inactive = the rest, 99 in 100 with inhibition below about 19%;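 also: 0% = induced wells with vehicle and 100% = uninduced wells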
# tuberculosis growth: growth inhibition of non-replicating M. tuberculosis (AID 488890); Mycobacterium tuberculosis non-replicating, growth inhibition; higher % means a stronger effect; inhibition, % at 25 µM, or IC50 in µM where a hit was titrated; actives 0.39% (n = 320,000); in the data active = a potency from the dose series; inconclusive = inhibition mostly from about 82% at the one dose, without a potency; inactive = the rest, 99 in 100 with inhibition below about 76%;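 also: plate controls were DMSO cells for no effect and high antibiotic wells for full effect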
# influenza NS1A: H1N1 influenza NS1A inhibitors, functional cell based assay (AID 504329); actives 0.3% (n = 340,000); NS1A functional cell-based assay, percent inhibition; higher % means a stronger effect; inhibition, % at 12.5 µM; hits with a dose series show IC50 in µM; in the data active = a potency from the dose series; inconclusive = inhibition above about 27% without an active follow-up result; also: strong numbers were not always called active
# M. tuberculosis HTS: M. tuberculosis growth inhibition, HTS (AID 449762). M. tuberculosis H37Rv growth inhibition, 7H9 media; higher % means a stronger effect. inhibition, % at 25 µM; hits with a dose series show IC50 in µM. actives 0.59% (n = 330,000); in the data active = a potency from the dose series; inconclusive = inhibition above about 70% without an active follow-up result;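 also: bacterial growth assessed after seven days of incubation; strong numbers were not always called active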
# VEEV TC-83 Vero: inhibitors of VEEV TC-83 cytopathic effect, confirmation, Vero cells (AID 588727) | Vero cells, VEEV TC-83 cytopathic effect inhibition; higher % means a stronger effect | inhibition, % at 20 µM, or IC50 in µM where a hit was titrated | actives 0.13% (n = 350,000); in the data active = a potency from the dose series; inconclusive = inhibition mostly from about 14% at the one dose, without a potency; inactive = the rest, 99 in 100 with inhibition below about 12%; also: strong numbers were not always called active
# VEEV TC-83 Vero 10K pilot screen: second read-out of VEEV TC-83 Vero, no call of its own (marks repeat the call); inhibition, %; measured here: 10K pilot screen inhibition
# Numbers without * were called inactive; i = inactive; ? = inconclusive; . = not tested or not shown. Not a hit list (roughly 1.5% active in at least one column).
SMILES,Salmonella PhoP GFP,tuberculosis growth,influenza NS1A,M. tuberculosis HTS,VEEV TC-83 Vero,others
CCCCNC(=O)c1ccc2c(SCC(=O)O)c3c(nc2c1)CCCC3,-8%,-7%,-2%,-6%,0.5%,
O=C(OCCN1CCCCC1)c1cccc(Cl)c1,3%,10%,-4%,8%,0.7%,
CCOC(=O)c1ccc2c(c1)N(CC)C(=O)c1ccccc1S2,-1%,12%,5%,1%,1.1%,
CCN(C[C@H]1N[C@@](Cc2ccccc2)(C(=O)OC)[C@H]2C(=O)N(C)C(=O)[C@@H]12)C(=O)COC,.,-3%,-9%,1%,i,
O=[N+]([O-])c1cccc(COc2cccc(CN3CCCCC3)c2)c1,.,.,-23%,.,i,
O=C(CN1CCN(Cc2ccccc2)CC1)Nc1ccc([N+](=O)[O-])cc1C(=O)Nc1ccccc1F,-9%,40%,13%,?,6.6%,
Cc1ccccc1-n1nnnc1SC(C)C(=O)NC1CCCc2ccccc21 (stereo not given),0%,3%,10%,-8%,2.8%,
O=C(NCCCN1CCCC1=O)c1ccc2c(=O)n(-c3ccccc3F)c(=S)[nH]c2c1,-2%,6%,4%,1%,1.6%,
O=C1NC(c2ccc(Cl)c([N+](=O)[O-])c2)Nc2ccccc21 (stereo not given),10%,-3%,-7%,-7%,2.2%,
Cc1cccc(N2CCN(C(=O)CCC(=O)N3CCOc4ccc(Cl)cc43)CC2C)c1 (stereo not given),-3%,29%,-7%,0%,6.2%,
COc1ccc(S(=O)(=O)c2c[nH]c(=S)[nH]c2=O)cc1Cl,3%,3%,4%,-7%,0.7%,
N#Cc1ccc(OCC(=O)NNC(=S)NC2CCCCC2)cc1,.,-13%,7%,6%,i,
COc1ccc(C)cc1NC(=O)CN1C(=O)c2cccc3cccc1c23,-7%,5%,-4%,6%,1.8%,
CCOC(=O)C1CCN(S(=O)(=O)c2ccc(-c3cc(C(F)(F)F)n(C)n3)s2)CC1,16%,26%,.,-4%,2.2%,
COc1cc(CN(C(=O)c2cccs2)C2CCS(=O)(=O)C2)cc(OC)c1OC (stereo not given),-5%,-2%,-9%,-8%,0.4%,
Cc1ccc(CNc2cnccn2)cc1,8%,7%,5%,6%,i,
Cc1cccc(NC(=O)c2sc3nc4c(c(-c5cccs5)c3c2N)CN(C)CC4)c1,-16%,75%,14%,20%,5.4%,
Cc1ccccc1OCCn1c(=S)[nH]c2ccccc21,-2%,2%,-2%,-2%,0.8%,
CC(C)CN1CC(Br)C(=O)NC1=O (stereo not given),.,.,-2%,.,2.4%,
CCOC(=O)C1(CCOc2ccccc2)CCN(Cc2ccc(OCC)c(CO)c2)CC1,0%,13%,-3%,-3%,i,
CCCN(CC(=O)Nc1ccccc1C)C(=O)CC(NC(=O)c1ccccc1)c1ccccc1 (stereo not given),7%,35%,-3%,2%,12%,
Cc1nc2c(c(=O)n1CCC1=CCCCC1)c1nc3ccccc3nc1n2/N=C/c1ccco1,3%,30%,4%,?,13%,VEEV TC-83 Vero 10K pilot screen=15
Cc1ccc(C(=O)/C=C/c2ccc(-c3ccccc3[N+](=O)[O-])o2)cc1,0%,?,-20%,40%,2.4%,
CCOC(=O)CSc1nnc2c3ccccc3n(CC)c2n1,-5%,77%,0%,60%,i,
Cc1ccc(S(=O)(=O)N(C)Cc2ccc(C(=O)N/N=C3\CC(=O)CC(C)(C)C3)cc2)cc1,0%,1%,-9%,-1%,0.7%,
COc1ccc(CCNC2CC(C)N(C)CC2C)cc1OC (stereo not given),4%,5%,-15%,1%,1.7%,VEEV TC-83 Vero 10K pilot screen=0.0
O=C(c1ccccc1)N(c1ccccc1)c1nccc2ccccc12,.,.,-7%,.,0.5%,
COc1ccccc1Cn1c(=S)[nH]c2cc(C(=O)NCCN3CCOCC3)ccc2c1=O,3%,-16%,-4%,1%,4.5%,
COC(=O)/N=C/c1c(NCc2ccccc2)nc2c(C)cccn2c1=O,-17%,16%,-3%,5%,1.8%,
Cc1ccc(-n2c(O)c(C=Nc3ccccc3-c3n[nH]c(=S)[nH]c3=O)c3ccccc3c2=O)c(C)c1,7%,6%,7%,-8%,9.6%,
Cc1ccccc1OCC1CNC(=O)O1 (stereo not given),1%,-6%,-4%,0%,1.8%,
CC1CC(C)CN(c2ncnc3c2cnn3C)C1 (stereo not given),10%,-12%,1%,-3%,0.8%,
CCn1c(SCC(=O)NC2=NCCS2)nnc1C(C)NC(=O)c1ccccc1F (stereo not given),9%,-9%,6%,0%,0.3%,
COc1ccc(OC)c(NC(=O)Nc2cccnc2)c1,-3%,-5%,-5%,-8%,5.7%,
Cn1c(=O)c2c(nc(OC/C=C/c3ccccc3)n2C)n(C)c1=O,1%,42%,11%,6%,1.7%,
CC(C)(C)CC(=O)N1CCC(c2nc3c(nnn3Cc3c(F)cccc3Cl)c(=O)[nH]2)CC1,8%,-12%,7%,-1%,3.8%,
CC(OC(=O)c1oc2ccccc2c1COc1ccccc1)C(=O)NC(N)=O (stereo not given),-16%,9%,1%,2%,i,
CCSC1=N/C(=C\c2ccccc2)C(=O)N1c1ccc(OC)cc1,1%,4%,-8%,0%,1.9%,
O=C(NN=Cc1cccc2ccccc12)C(=O)NN=Cc1cccc2ccccc12,.,.,93%,.,0.2%,
CN1C(=O)NC(c2cccc([N+](=O)[O-])c2)C2=C1CCCC2=O (stereo not given),0%,-4%,-5%,-4%,0.2%,

# Entries above containing an NH in an aromatic ring, in the order listed:
SMILES,Salmonella PhoP GFP,tuberculosis growth,influenza NS1A,M. tuberculosis HTS,VEEV TC-83 Vero,others
O=C(NCCCN1CCCC1=O)c1ccc2c(=O)n(-c3ccccc3F)c(=S)[nH]c2c1,-2%,6%,4%,1%,1.6%,
COc1ccc(S(=O)(=O)c2c[nH]c(=S)[nH]c2=O)cc1Cl,3%,3%,4%,-7%,0.7%,
Cc1ccccc1OCCn1c(=S)[nH]c2ccccc21,-2%,2%,-2%,-2%,0.8%,
COc1ccccc1Cn1c(=S)[nH]c2cc(C(=O)NCCN3CCOCC3)ccc2c1=O,3%,-16%,-4%,1%,4.5%,
Cc1ccc(-n2c(O)c(C=Nc3ccccc3-c3n[nH]c(=S)[nH]c3=O)c3ccccc3c2=O)c(C)c1,7%,6%,7%,-8%,9.6%,
CC(C)(C)CC(=O)N1CCC(c2nc3c(nnn3Cc3c(F)cccc3Cl)c(=O)[nH]2)CC1,8%,-12%,7%,-1%,3.8%,

# Next compounds follow.
SMILES,Salmonella PhoP GFP,tuberculosis growth,influenza NS1A,M. tuberculosis HTS,VEEV TC-83 Vero,others
COc1cc(OC)cc(C(=O)NCCNC(=O)c2ccccc2)c1,-14%,2%,6%,0%,3.1%,
Cc1cc(C(=O)N2CCCC(C(=O)c3ccc(Cl)cc3C)C2)no1 (stereo not given),-4%,28%,6%,1%,0.9%,
CCOC(=O)C1CCN(c2nnc(N3CCCC3=O)s2)CC1,12%,-9%,-4%,0%,2.4%,
CC(=O)Cc1nsc(NC(=O)c2cc(-c3cccc(C(F)(F)F)c3)oc2C)n1,-9%,6%,7%,-1%,i,
Cc1ccc(NC(=O)c2ccc(-c3nn(C)c(=O)c4ccccc34)cc2)c(C)c1,-3%,47%,4%,65%,7.1%,
O=c1[nH]c(CN2CCN(CCO)CC2)nc2ccccc12,1%,0%,5%,9%,1.5%,
CCNC(=O)C1CCCN1S(=O)(=O)c1ccc(OC)cc1 (stereo not given),3%,-3%,-2%,-5%,6.3%,
CCCN(C(=O)CCc1ccc(OC)cc1)c1c(N)n(Cc2ccccc2)c(=O)[nH]c1=O,.,-7%,-9%,-3%,1.9%,
O=C(NCc1ccc(F)cc1)C1CCCN(c2nc3ccsc3c(=O)s2)C1 (stereo not given),11%,-3%,-10%,4%,i,
C=CCn1c(=N)n(CC(=O)c2ccc(OC)cc2)c2ccccc21,2%,2%,-6%,2%,0.1%,
CN(Cc1nc2ccccc2c(=O)[nH]1)C(=O)c1ccc(S(=O)(=O)N2CCCC2)cc1,.,0%,-5%,-11%,i,
COc1ccc(CCNC(=O)COC(=O)C2CC2C)cc1OC (stereo not given),.,-8%,-20%,-8%,i,
CCOC(=O)c1oc2nc(C(C)C)c3c(c2c1N)CC(C)(C)OC3,.,.,1%,.,4.1%,
CSc1nc2cc(F)c(F)cc2n1C,-8%,5%,-3%,-7%,2.9%,
Cc1c(OCC(=O)NCCN2CCOCC2)ccc2c(-c3ccccc3)cc(=O)oc12,2%,4%,-7%,5%,2.8%,
CCC(C)(C)c1ccc(OCC(=O)N(C)C)c(C(C)(C)CC)c1,-8%,9%,.,-13%,5.0%,
CC(C)(C)NC(=O)Cn1c(SCC(=O)Nc2nccs2)nc2ccccc21,1%,-16%,5%,1%,0.1%,
CCCc1nnc(NC(=O)c2ccncc2)s1,3%,-7%,7%,-3%,0.8%,
COc1cc(C(C2C(=O)CC(C)(C)CC2=O)C2C(=O)CC(C)(C)CC2=O)ccc1O,-2%,?,-20%,11%,2.2%,
COC(=O)CCC(=O)NC(=S)Nc1c(C)cccc1C,-6%,-3%,-9%,2%,1.2%,

# Four records picked at random from the list so far, as already listed:
SMILES,Salmonella PhoP GFP,tuberculosis growth,influenza NS1A,M. tuberculosis HTS,VEEV TC-83 Vero,others
CSc1nc2cc(F)c(F)cc2n1C,-8%,5%,-3%,-7%,2.9%,
COC(=O)CCC(=O)NC(=S)Nc1c(C)cccc1C,-6%,-3%,-9%,2%,1.2%,
COc1cc(OC)cc(C(=O)NCCNC(=O)c2ccccc2)c1,-14%,2%,6%,0%,3.1%,
O=c1[nH]c(CN2CCN(CCO)CC2)nc2ccccc12,1%,0%,5%,9%,1.5%,

# Following part.
SMILES,Salmonella PhoP GFP,tuberculosis growth,influenza NS1A,M. tuberculosis HTS,VEEV TC-83 Vero,others
O=C(NCc1ccc(F)cc1)C1CCN(S(=O)(=O)N2CCCC2)CC1,3%,-1%,-15%,0%,0.6%,
CCCNC(=O)COc1ccccc1[N+](=O)[O-],-5%,-1%,-4%,1%,0.1%,
O=C1NNC(c2ccccc2)=N/C1=C\c1ccc(Cl)cc1,-3%,1%,.,0%,1.5%,
COc1ccccc1C1C(C(C)=O)=C(O)C(=O)N1c1ccc(O)cc1 (stereo not given),-10%,42%,-1%,6%,i,
COc1ccc(Cc2ccc(OC)c(N)c2)cc1N,-5%,-4%,-4%,-6%,0.8%,
CCc1c(C)sc(NC(=O)c2cc(C)no2)c1C#N,-13%,-3%,-10%,-3%,0.3%,
Cc1ccc(C(=O)Nc2cc3c(cc2Cl)OCCCO3)cc1,-28%,29%,-11%,12%,2.9%,
CCOc1ccc(/C=C/C(=O)c2cc(Br)ccc(=O)c2O)cc1,13%,?,6%,13%,8.0%,
O=C(COc1ccc(S(=O)(=O)N2CCOCC2)cc1)N1CCN(Cc2ccc3c(c2)OCO3)CC1,-11%,1%,-1%,-2%,2.6%,
CC1CCCCC1NC(=O)Cn1nnc(-c2ccc(Cl)cc2)n1 (stereo not given),-1%,0%,-5%,0%,0.4%,
COc1cc(C)c(S(=O)(=O)NOCc2ccccc2)c(C)c1C,-3%,-2%,-4%,-2%,0.7%,
Fc1ccc(NCc2nnc(SCc3ccccc3)o2)cc1,2%,27%,-10%,-5%,1.9%,
NC(=O)CCN(C(=O)c1cccc(S(=O)(=O)N2CCc3ccccc32)c1)c1ccccc1,.,.,-12%,0%,1.4%,
CC(=O)N1c2ccc(S(=O)(=O)NCCC(=O)N(C)C3CCCCC3)cc2CC1C (stereo not given),2%,-2%,-4%,0%,0.3%,
Cc1nn(-c2ccccc2)c2c1C(c1c(C)[nH]c(C#N)c1C)C(C#N)=C(N)O2 (stereo not given),1%,8%,9%,4%,4.9%,VEEV TC-83 Vero 10K pilot screen=0.6
CN(C)CCN=c1cc(-c2ccccc2)oc2ccc(Cl)cc12,.,.,-3%,.,1.5%,
CC(C)CNS(=O)(=O)c1ccc(S(=O)(=O)NC2CCOC(C)(C)C2)cc1 (stereo not given),-4%,0%,1%,6%,i,
CCC1Oc2ccc(C)cc2N(Cc2cccc(C)c2)C1=O (stereo not given),10%,40%,19%,9%,i,
Cc1cc(-c2ccccc2C(=O)O)on1,-10%,-9%,16%,-5%,0.8%,
CCOC(=O)N1CCN(C(=O)/C(=C/c2ccc(F)cc2)NC(=O)c2ccccc2)CC1,-4%,-13%,11%,3%,2.5%,
COc1ccc(N2CCN(C3=CC(=O)N(c4cccc(Cl)c4)C3=O)CC2)cc1,4%,6%,13%,1%,1.9%,
O=C(NCC1CCCN(Cc2cccc(F)c2)C1)c1cccc2ccccc12 (stereo not given),7%,53%,2%,5%,1.1%,
Cc1ccc(S(=O)(=O)N2CCCCC2)cc1NC(=O)CSCC(=O)O,-4%,7%,7%,4%,0.3%,
